KCNH2 WT inh: inhibitors of human wildtype KCNH2 potassium channel; AID 720551; Q12809; U2OS, BacMam KCNH2, thallium flux FluxOr; hits give low values; activity change, % at 1.84 µM; 340,000 tested, 0.37% active;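 active means maximum activity change below -70%; inconclusive means maximum activity change between -70% and -50%; inactive means maximum activity change above -50%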
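U2OS cells transduced with wild-type KCNH2 virus are loaded with FluxOr dye for 45 min, and thallium flux is measured in kinetic reads before and after stimulation buffer. Rate constants are normalized to DMSO controls.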
PKM2 act: activators of human pyruvate kinase M2. purified PKM2, Kinase-Glo ATP luminescence, activation; response scale: 0% is enzyme alone, no compound. 260,000 tested, 0.34% active. P14618. AID 1631. Potency, µM (doses to about 57.5 µM), for inactives: at the top dose activation, usual class: activators; further: potency means the concentration at half of the fitted maximal effect; nearly all actives have a fitted effect of over 55% in size
Target sequence (P14618 whole entry, looked up): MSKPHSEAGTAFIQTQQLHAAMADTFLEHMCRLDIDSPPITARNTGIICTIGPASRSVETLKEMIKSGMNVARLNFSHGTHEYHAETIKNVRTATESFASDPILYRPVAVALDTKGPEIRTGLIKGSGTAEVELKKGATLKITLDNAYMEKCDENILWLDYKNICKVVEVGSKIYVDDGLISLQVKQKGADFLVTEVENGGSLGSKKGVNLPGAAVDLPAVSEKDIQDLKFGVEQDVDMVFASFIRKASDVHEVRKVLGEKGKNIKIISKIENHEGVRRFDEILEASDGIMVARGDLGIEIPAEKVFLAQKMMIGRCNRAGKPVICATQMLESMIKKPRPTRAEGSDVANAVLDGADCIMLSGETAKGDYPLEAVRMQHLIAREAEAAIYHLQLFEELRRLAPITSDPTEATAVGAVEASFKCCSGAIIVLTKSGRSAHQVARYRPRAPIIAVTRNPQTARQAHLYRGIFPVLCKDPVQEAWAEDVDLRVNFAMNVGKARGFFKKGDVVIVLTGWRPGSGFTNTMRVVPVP
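hPK-M2, >95% pure; 0.1 mM ADP / 0.5 mM PEP final; imidazole pH7.2 buffer w/ 7 mM MgCl2, 50 mM KCl; 1 h RT; Kinase-Glo lum. Intermediate enzyme activity for dual inhibitor/activator qHTS.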
B2AR arrestin: recruits beta-arrestin to the human beta2-adrenergic receptor; beta-arrestin recruitment to beta2AR, cell-based reporter; P07550; 330,000 tested, 0.02% active; Potency, µM (titrated, usually from 46.1 µM), for the others: top-dose activation, actives largely listed as activators; AID 492947;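 further: potency means the concentration at half of the fitted maximal effect; 0% = DMSO controls and full agonism = EC100 isoproterenol or metaproterenol; nearly all actives have a fitted effect of over 65% in size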
Target sequence (P07550 whole entry, looked up): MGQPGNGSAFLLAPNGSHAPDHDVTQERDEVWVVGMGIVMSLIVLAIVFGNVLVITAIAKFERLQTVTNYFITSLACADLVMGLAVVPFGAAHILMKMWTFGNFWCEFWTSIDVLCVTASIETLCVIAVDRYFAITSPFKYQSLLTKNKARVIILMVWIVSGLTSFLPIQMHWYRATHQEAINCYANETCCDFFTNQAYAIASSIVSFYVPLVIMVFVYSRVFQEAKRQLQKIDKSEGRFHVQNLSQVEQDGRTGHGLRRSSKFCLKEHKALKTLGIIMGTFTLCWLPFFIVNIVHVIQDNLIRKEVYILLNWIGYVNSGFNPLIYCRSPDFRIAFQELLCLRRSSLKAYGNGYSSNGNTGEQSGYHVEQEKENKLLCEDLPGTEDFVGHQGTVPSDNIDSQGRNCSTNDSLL
USP2a inh: blocks human ubiquitin-specific protease USP2a; O75604; 330,000 tested, 0.01% active; USP2 core, Ub-CHOP2 coupled fluorogenic reporter, 485/531; AID 463254; Potency, µM (series often up to 38.3 µM), without a hit: at the top dose activity change, negative = inhibition, hits mostly inhibitors;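 further: potency means the concentration at half of the fitted maximal effect; plate controls were DMSO wells for no effect and full inhibition by NEM control for full effect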
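Deubiquitinase activity read as fluorescence (485/531 nm) after Ub-CHOP2 cleavage activates the enterokinase reporter on its substrate; USP2 core 10nM, Ub-CHOP2 and substrate 25nM each, 30min compound preincubation then 60min RT; data normalized to NEM, curves fitted.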
GALK inh: galactokinase (human) inhibition | Purified GALK, Kinase-Glo residual ATP luminescence | 270,000 tested, 0.007% active | Potency, µM (titrated, usually from 57.5 µM), for the others: at the highest dose activity change, negative = inhibition, most hits filed as inhibitors | P51570; further: potency means the concentration at half of the fitted maximal effect
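5 nM enzyme, 35 uM ATP, 100 uM galactose, 20 mM HEPES pH8.0, 5 mM MgCl2; 1 h RT; residual ATP by Kinase-Glo Plus luminescence, qHTS format.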
Giardia killer: kills Giardia lamblia; Giardia lamblia trophozoite viability; activity change, % at 7.66 µM, hits read low; 340,000 tested, 0.15% active; in the data active means activity change below about -80%; inconclusive means between about -30% and that limit;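 further: parasites exposed to compound for two days anaerobically before the ATP read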
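Killing of trophozoites was scored by loss of ATP luminescence after a 48 hrs anaerobic exposure to compounds at 37 deg C, using 100 cells per well.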
Chronic BCR inh: inhibitors of chronic active B-cell receptor signaling; 340,000 tested, 0.05% active; AID 493014; ABC-DLBCL IkBa-CBG/CBR reporter, luminescence ratio, 4 h; Potency, µM (titrated, usually from 46.1 µM), without a hit: top-dose ratio change, negative = lower green/red ratio, actives largely listed as inhibitors; active means well fitted inhibition curve with a large enough effect in the signal ratio, with a control signal flat, not every such curve was filed as active; inconclusive means small, poorly fitted or top-dose-only effect, or effect the other way, or a change in a side signal; the % refers to the signal ratio;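 further: potency means the concentration at half of the fitted maximal effect; plate controls were basal doxycycline-induced cells for no effect and cells given 10 µM MG132 for full effect; MG132 reads +100%, hits lower the ratio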
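TMD8 human ABC-DLBCL cells with doxycycline-inducible IκBα–green luciferase fusion and unfused red luciferase, in 0.5% FBS medium; compounds up to 46 uM, 4 h at 37C. Green/red luminescence ratio, filter-overlap corrected, fitted to concentration-response curves.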
uPA surface inh: inhibitors of cell surface uPA generation. cell surface uPA generation assay, qHTS. Potency, µM (top dose mostly 38.3 µM), for the others: top-dose activity change, negative = inhibition, actives largely listed as inhibitors. 330,000 tested, 0.31% active; active means well fitted inhibition curve with a large enough effect; inconclusive means small, poorly fitted or top-dose-only effect; inactive means no such curve, though single readings can be large or run the other way; tested in mouse RAW 264.7 cells; further: potency means the concentration at half of the fitted maximal effect; nearly all actives have a fitted effect of over 55% in size
Eya2 inh: inhibitors of human Eya2 phosphatase activity | Potency, µM (highest dose often 76.9 µM), for inactives: at the top dose activity, negative = inhibition, usual class: inhibitors | O00167 | 330,000 tested, 0.006% active | recombinant Eya2, OMFP fluorescence dephosphorylation (OMFP is methylfluorescein phosphate); further: potency means the concentration at half of the fitted maximal effect
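Eya2 protein (added as 0.2 uM solution) was preincubated with compound for 10 min at ambient temperature in 50 mM HEPES pH 7.5, 50 mM NaCl, 5 uM MgCl2, 0.05% BSA, 1 mM DTT. OMFP (added at 50 uM) then reacted 10 min; fluorescence read at 485/525 nm.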
KCNH2 3.1 inh: blocks the human KCNH2 3.1 channel isoform. U2OS KCNH2 3.1, thallium flux FluxOr; hits give low values. activity change, % (tested at about 1.8 µM). 340,000 tested, 0.95% active. AID 720553;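 active means maximum activity change below -70%; inconclusive means maximum activity change from -70% to -50%; inactive means maximum activity change above -50%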;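 further: thallium influx rate constant from kinetic fluorescence after stimulation buffer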
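Channel expression came from 3.1 mutant virus (1.77 x 10^8 /mL) applied to suspended U2OS cells for 4 h. Flux was tracked with FluxOr dye plus Red40 quencher, and kinetic rate constants normalized to controls.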
Coupling enz: counter-screen for Giardia aldolase inhibitors: coupling enzyme system. coupling enzyme system counterscreen, AmpLite Red fluorescence. activity change, negative = inhibition, % at 58.2 µM, hits read low. 290,000 tested, 0.67% active. AID 2472; in the data active means activity change below about -30%
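Coupling enzymes only (glyceraldehyde-3-phosphate) + compound, at 57.5 uM final, 10 min RT; add substrate/coupling/AmpLite Red mix, 20 min RT; fluorescence ex 525/em 598 nm. Actives flag coupling-system interference.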
* = called active by the depositor; ? = inconclusive; / = not tested or not shown; & = joins results of further samples; [ ] = another dose, or the depositor's remark. Unless noted, the call rests on the fitted dose curve; in most records, active means well fitted curve in the direction sought with a large enough effect; inconclusive means small, poorly fitted or top-dose-only effect, or another doubt; inactive means no such curve, though single readings can be large; an effect the other way counts as inactive or inconclusive. Unless noted, on the % scale 0 is the no-effect control and ±100 the full control effect.

SMILES	KCNH2 WT inh	PKM2 act	B2AR arrestin	USP2a inh	GALK inh	Giardia killer	Chronic BCR inh	uPA surface inh	Eya2 inh	KCNH2 3.1 inh	Coupling enz
Cc1ccc(NS(=O)(=O)c2cccc([N+](=O)[O-])c2)nc1	2	-6%	-0.2%	5%	0%	-7	-5%	3%	0%	11	-1
O=C(O)/C=C\C(=O)Nc1cccc(NC(=O)c2ccccc2)c1	24	0%	0.5%	0%	1%	4	2%	2%	-11%	-5	10
COc1ccc(-c2ccc3nnc(SCC(=O)NCC4CCCO4)n3n2)cc1 (configuration not stated)	-2	/	-0.3%	-5%	/	13	-5%	6%	-6%	4	/
Cc1ccc(CNC(=O)c2cccnc2Cl)cc1	-8	2%	-1.4%	3%	8%	-1	1%	2%	3%	-3	-1
COc1ccc(Br)cc1-c1noc(-c2ccccc2F)n1	4	-1%	0.1%	2%	-2%	12	7%	1%	-24%	1	2
O=C(NCc1ccco1)c1ccc(N2CCCCC2)c([N+](=O)[O-])c1	-13	0%	0.0%	3%	1%	1	?	-5%	5%	9	-2
COC(=O)C1=C(C)N(Cc2ccccc2)C(=NCCc2cccnc2)N[C@H]1c1ccc(Br)cc1	-48	0%	-0.2%&-0.3%	0%&0%	/	4	?	?	-21%&9%	-89*	-3
CC(C)CC(=O)N1CCN(c2ccc([N+](=O)[O-])cc2Cl)CC1	1	0%	-0.7%	-1%	-3%	-23	0%	-2%	-1%	-1	2
CC(=O)N1CCOc2ccc(S(=O)(=O)N3CCC(C(=O)NCc4ccc(C)cc4)CC3)cc21	-1	/	-0.2%	3%	2%	0	0%	-3%	8%	-11	-2
CC(=O)N(CC(C)C(=O)O)c1c(I)cc(I)c(N)c1I (configuration not stated)	4	/	0.1%	1%	/	-3	-20%	4%	-18%	19	/
O=C(O)CCC(=O)Nc1ccc(SSc2ccc(NC(=O)CCC(=O)O)cc2)cc1	-9	/	-0.9%	2%	-1%	4	0%	-2%	-8%	23	16
CC(=O)N1C=Cc2c(c(C)c3c([nH]c4ccccc43)c2C)C1	/	6%	0.3%	-5%	/	/	?	/	11%	/	-25
CNC(=O)c1sc(-c2ccc(Cl)cc2)nc1C	-6	1%	/	/	0%	15	/	-5%	/	3	4
CC(C)Cc1nc2sc3c(SCC(N)=O)ncnc3c2c2c1CCC2	0	1%	0.6%	0%	-2%	-16	11%	4%	9%	-2	-4
CCCCc1ccc(S(=O)(=O)Nc2cc(C)on2)cc1	9	-6%	-0.2%	0%	3%	-15	8%	-3%	-13%	-2	10
NNC(=O)c1[nH]c2ccc(Cl)cc2c1-c1ccccc1	0	1%	0.3%	1%	/	-7	?	-6%	-3%	22	2
O=C(Nc1cccc(S(=O)(=O)N2CCCCCC2)c1)C1CCN(C(=O)c2ccc(Cl)cc2)CC1	-4	/	-0.6%	-2%	/	-14	13%	-6%	3%	-42	/
O=C(c1ccc2c(c1)OCCCO2)N1CCCCC1	-2	1%	0.1%	-1%	-2%	32[activator]	-1%	4%	-5%	-109*	4
COc1ccc(/C=C/CN2CCC(CO)(Cc3ccccc3Cl)CC2)cc1	0	17%	-0.1%	-4%	6%	12	?	4%	-3%	?	1
O=C(COC(=O)CCNS(=O)(=O)c1ccccc1)Nc1ccc(OC(F)F)cc1	-5	/	-0.2%	1%	/	9	1%	?	-8%	?	/
CCOc1ccc(N(CC(=O)Nc2ccc(C)c(C)c2)S(=O)(=O)c2c(C)[nH]c(=O)[nH]c2=O)cc1	-3	-1%	-0.6%	0%	-4%	8	6%	0%	-5%	7	5
Cc1cccc(C)c1OCCN1CCCC1	-1	-7%	-0.4%	-5%	6%	-13	2%	2%	1%	15	2
OCC1(Cc2ccccc2)CCN(C2CCN(c3ccc(F)c(F)c3)CC2)CC1	-31	10%	0.5%	12%	-1%	-8	?	8%	2%	-91*	10
Cc1ccc2n(n1)c(=O)c(Cc1ccccc1)c([O-])[n+]2-c1ccccc1	-8	0%	-0.8%	3%	2%	9	?	-4%	-5%	7	0
CCCC(=O)NCCc1nc2ccccc2n1CC(=O)c1ccccc1	17	7%	-0.8%	4%	0%	31[activator]	5%	4%	3%	-1	3
OCCCNCc1cccc2ccccc12	3	-15%	-0.5%	3%	3%	-4	-1%	-7%	-7%	7	-2
COCCNC(=O)C(c1ccc(F)cc1)N(Cc1ccccc1)C(=O)CCC(=O)Nc1ccccn1 (configuration not stated)	-18	/	-0.3%	0%	-3%	6	0%	1%	-20%	-5	1
O=C(Nc1c(Cl)cccc1Cl)c1cc(=O)n(Cc2ccccc2)c(=O)[nH]1	-6	-1%	-0.1%	0%	-4%	-3	?	0%	10%	-20	2
O=C(Cc1ccc(S(=O)(=O)N2CCCCC2)s1)Nc1cccc2ccccc12	4	-2%	-0.6%	-1%	5%	-4	?	-1%	5%	-6	-1
COc1ccccc1-c1csc(Cc2nnc3n2CCCCC3)n1	0	-4%	-0.7%	3%	0%	-6	0%	1%	18%	-4	5
C=CCNC(=S)N1CCN(c2cccc(C(F)(F)F)c2)CC1	-6	-2%	0.0%	1%	/	10	-1%	-3%	-3%	-3	-1
NC(=O)c1ccccc1NC(=O)/C=C/C(=O)O	-4	6%	-1.2%	5%	1%	-10	?	0%	7%	35	3
O=C1c2[nH]nc(-c3ccccc3O)c2C(c2ccc(F)cc2)N1CC1CCCO1 (configuration not stated)	4	4%	3.4%	2%	-2%	6	?	-1%	-5%	-1	2
C/C(=N\NC(=O)Cc1ccccc1)c1cccnc1	-17	/	-0.2%	4%	3%	-1	-1%	-22%	4%	-2	/
COc1ccc(CN(C(=O)c2cc(=O)c3cc(C)cc(C)c3o2)C2CCS(=O)(=O)C2)cc1 (configuration not stated)	-8	-7%	-0.4%	-3%	-1%	3	?	5%	-10%	-20	0
CN(Cc1ccccc1)C(=O)c1[nH]cnc1C(=O)NCCCCCNC(=O)OC(C)(C)C	1	/	0.0%	3%	/	9	-1%	?	4%	3	/
O=C(c1ccc(C(=O)N2CCCc3ccccc32)s1)N1CCCc2ccccc21	2	-1%	-0.1%	1%	1%	9	-2%	/	2%	-2	7
O=C(CCn1c(=O)c2ccccc2n(CC(=O)NC2CCCC2)c1=O)NCCc1ccc(Cl)cc1	-10	1%	0.1%	1%	-2%	4	-21%	3%	7%	-5	0
Cc1cccc(-c2nc(CS(=O)CC(=O)NCC3CCCO3)c(C)o2)c1 (configuration not stated)	3	0%	0.2%	0%	0%	-5	5%	7%	4%	7	3
Cc1cccc(NS(=O)(=O)c2ccc3c(c2)OCCO3)c1	-28	-2%	-0.2%	-3%	-3%	11	0%	-6%	5%	3	2
COc1ccccc1N(C)S(=O)(=O)c1ccc(C(=O)Nc2ccc(C)cc2C)cc1	-2	/	-0.1%	-1%	/	1	0%	-5%	7%	6	/
Cc1ccccc1-c1ccc(C(=O)NCc2ccccc2)o1	2	5%	4.8%	-5%	/	-4	-3%	6%	7%	-4	0
O=C(O)c1cc(N=Cc2c(O)c3ccccc3oc2=O)ccc1O	-26	/	0.3%	-1%	/	-3	?	7%	-30%	5	17
CCc1[nH]nc(C(=O)N2CCCC(CO)(Cc3ccc(F)cc3F)C2)c1C (configuration not stated)	-3	/	0.4%	2%	6%	-14	-19%	1%	-14%	-9	/
CN(Cc1ccncc1)C1CC(=O)N(c2ccc(Cl)cc2)C1=O (configuration not stated)	-3	15%	-0.4%	0%	2%	-2	0%	-2%	14%	15	2
Cc1ccc(C(=O)NNC(=O)c2ccccc2)cc1S(=O)(=O)N1CCCCC1	-11	/	-0.8%	0%	/	2	1%	-21%	4%	-1	/
CC(=O)c1cccc(NC(=O)CCS(=O)(=O)c2cccc3nonc23)c1	-1	1%	-1.5%	2%	0%	9	10%	1%	6%	18	1
CS(=O)(=O)c1ccc(Cl)c(NC(=O)c2cccc(N3C(=O)CCC3=O)c2)c1	-9	/	-2.1%	1%	/	5	?	12%	5%	-7	/
OCCOCCNc1ncnc2nc[nH]c12	-4	-5%	0.1%	1%	1%	-13	6%	-12%	5%	-207*	0
O=C(O)c1cc(Sc2ccc(Br)cc2)nc2ccccc12	1	1%	-0.3%	9%	-3%	5	?	10%	16%	15	3
COC(=O)c1cc(S(=O)(=O)NC2CCCCC2)cn1C	-11	/	0.1%	2%	5%	2	1%	-5%	-12%	0	/

High-throughput results as filed in PubChem.
